# Source: PubChem BioAssay (several laboratories)
# M. tuberculosis GlmU – inhibition of mycobacterial GlmU enzyme – biochemical, glucosamine-1-phosphate acetyltransferase (AID 1376); inhibition, %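 (tested at 30 µM in the primary screen)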; hits with a dose series show IC50 in µM; 220,000 tested, 0.25% active; M. tuberculosis GlmU acetyltransferase enzyme assay; higher % means a stronger effect; in the data active = inhibition above about 13%;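 also: 0% = complete reaction with vehicle and 100% = reaction without substrate; strong numbers were not always called active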
# RmlCD inh 1536 – blocks M. tuberculosis RmlC and RmlD coupled enzymes. inhibition, % at 3.6 µM. 160,000 tested, 0.03% active. RmlC+RmlD coupled enzyme assay, percent inhibition; primary screen in compound mixtures. AID 1533; in the data active = inhibition mostly above about 34%, no sharp cut-off; also: some results filed as inactive read as strong as hits
# Target sequence (P9WH09 whole entry, looked up): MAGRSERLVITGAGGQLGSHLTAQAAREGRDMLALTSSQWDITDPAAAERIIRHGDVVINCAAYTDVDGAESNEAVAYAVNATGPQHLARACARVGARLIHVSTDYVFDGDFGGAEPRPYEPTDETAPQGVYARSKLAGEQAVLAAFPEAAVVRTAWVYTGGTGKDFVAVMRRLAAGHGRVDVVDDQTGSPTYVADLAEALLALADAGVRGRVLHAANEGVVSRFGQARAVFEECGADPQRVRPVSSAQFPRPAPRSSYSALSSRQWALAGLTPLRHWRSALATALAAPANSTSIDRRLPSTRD
# Target sequence (P9WH11 whole entry, looked up): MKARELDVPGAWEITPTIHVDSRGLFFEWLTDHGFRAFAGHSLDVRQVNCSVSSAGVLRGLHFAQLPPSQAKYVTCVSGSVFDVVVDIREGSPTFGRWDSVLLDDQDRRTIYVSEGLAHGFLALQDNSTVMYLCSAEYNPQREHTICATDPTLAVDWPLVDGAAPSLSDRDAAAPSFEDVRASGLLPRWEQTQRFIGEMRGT
# Numbers without * were called inactive; . = no result given. These rows are one share of the data; count on the stated rates, not on these rows.
SMILES,M. tuberculosis GlmU,RmlCD inh 1536
COCCCn1c(C2CCCCC2)nc2oc3cc(OC)ccc3c(=O)c2c1=O,-2.9%,7
O=C(NCc1cccs1)C(=O)NCC1OCCCN1S(=O)(=O)c1ccccc1 (stereo not given),0.4%,38
COc1cccc(C2C(C(N)=O)=C(C)Nc3nc(-c4cccc(Cl)c4)nn32)c1 (stereo not given),1.5%,0
Cc1ccc(NC(C)c2cc(Cl)ccc2O)cc1 (stereo not given),-0.4%,-8
O=C(Nc1ccc(C2=NCCN2)cc1)c1ccc(Cl)c(C(=O)Nc2ccc(C3=NCCN3)cc2)c1,-7.8%,.
NS(=O)(=O)c1ccc(CCNC(=O)C2CCN(S(=O)(=O)c3c(Cl)cccc3Cl)CC2)cc1,0.9%,.
COc1cc(NC(=O)COC(=O)/C=C/c2ccc(OC)c(OC)c2)cc(OC)c1,2.6%,.
NC(=O)c1nsc(C(=O)N(CCc2ccccc2)C(C(=O)NC2CCCC2)c2ccco2)c1N (stereo not given),-1.6%,22
CC(C)C(=O)NC(c1ccccc1Cl)c1c(O)ccc2ccccc12 (stereo not given),-0.7%,5
COc1ccc(-c2cc(=O)c3cc(F)ccc3[nH]2)cc1,1.1%,.
Cc1nc2ccc(NC(=O)c3cccc(C(F)(F)F)c3)cc2o1,0.7%,10
O=C(Cn1nc2ccccc2n1)N/N=C/c1cc([N+](=O)[O-])ccc1O,0.3%,6
Cc1ccc(C(=O)N/C(=C\c2cn(-c3ccccc3)nc2-c2ccccc2)C(=O)N2CCOCC2)cc1,-3.5%,6
C=CCCN(C(C(=O)OC)C(C)C)S(=O)(=O)c1ccccc1Br (stereo not given),2.5%,.
Fc1cccc2sc(Nc3nnc(-c4ccco4)o3)nc12,6.1%,-18
O=C(Nc1ccccc1)N1CCCC(c2nc(-c3ccc(F)cc3)no2)C1 (stereo not given),-4.4%,.
Cc1cc(N/N=C/c2ccc(Cl)cc2)nc(NCc2ccccc2)n1,1.6%,24
O=C(COc1ccc(Cl)cc1)NNC(=O)CSc1nncs1,-3.2%,-10
CN(Cc1ccsc1)C(=O)CCc1nnc(Cc2c[nH]c3ccccc23)o1,-2.1%,-7
Cc1nn(Cc2c(F)cccc2Cl)c(C)c1NC(=O)C1CC1,1.7%,5
COc1cc([N+](=O)[O-])cc(/C=N/NC(=O)c2cc(-c3ccccc3)nc3ccccc23)c1O,0.7%,.
C/C(=N\Nc1ccc(F)cc1F)c1ccc(N2CCOCC2)cc1,1.3%,7
Clc1ccc(C2=NNC(=NCc3ccccc3)SC2)cc1,-3.6%,-9
O=C(CCCCCn1c(=O)[nH]c2ccsc2c1=O)NCc1cccs1,-3.7%,6
CC(C)(C)n1nc2c(c1NC(=O)Cc1ccc(F)cc1)CSC2,11%,.

# Entries listed so far that have a thiophene ring, fused or not:
SMILES,M. tuberculosis GlmU,RmlCD inh 1536
O=C(NCc1cccs1)C(=O)NCC1OCCCN1S(=O)(=O)c1ccccc1 (stereo not given),0.4%,38
CN(Cc1ccsc1)C(=O)CCc1nnc(Cc2c[nH]c3ccccc23)o1,-2.1%,-7
O=C(CCCCCn1c(=O)[nH]c2ccsc2c1=O)NCc1cccs1,-3.7%,6

# Next section:
SMILES,M. tuberculosis GlmU,RmlCD inh 1536
CCc1nc(SCC(=O)N2CCC(Cc3ccccc3)CC2)c2c(=O)n(C)c(=O)n(C)c2n1,2.6%,-9
COc1cccc(N2CC(=O)N(c3cccc(OC)c3)CC2=O)c1,-1.9%,-5
CCOc1ccccc1COC(=O)c1cccc(-n2cnnn2)c1,1.8%,.
CCN(CC)C(=O)Nc1ccccc1C,0.0%,10
Cc1c(C(=O)NCc2cccs2)oc2ccccc12,-3.6%,.
O=C(COc1ccccc1)NCC(c1cccs1)N1CCOCC1 (stereo not given),-5.7%,4
COc1ccc(NC(=O)C23CC4CC(C2)CC(c2ccccc2)(C4)C3)c(OC)c1,-4.3%,-9
O=C(CSc1nnc(CNc2ccc(F)cc2)n1Cc1ccco1)N1CCOCC1,0.1%,-9
CSC1=NCCN1C(=O)c1c(-c2c(F)cccc2Cl)noc1C,2.9%,5
O=C1/C(=C\c2cccnc2)SC(=S)N1c1ccc(F)cc1,2.7%,-5
Cc1cc(C)cc(NC(=O)CN2CCN(CCN=CC3=C(O)CC(C)(C)CC3=O)CC2)c1,-2.3%,-13
CCCCCn1c(SCCN2CCOCC2)nc2c1c(=O)[nH]c(=O)n2C,1.2%,-4
CC(C)OC(=O)CCc1nc2ccccc2[nH]c1=O,1.8%,.
Cc1onc(-c2ccccc2Cl)c1C(=O)OCN1C(=O)c2ccccc2C1=O,0.3%,.
Cc1c(C)[n+](=O)c2c(n1[O-])C(Br)CCC2Br (stereo not given),4.6%,-12
COc1ccc(N2CCN(Cc3oc(CO)cc(=O)c3O)CC2)cc1,-0.3%,.
O=c1[nH]cnc2c1c(-c1ccccc1)cn2-c1ccc(Br)cc1,-1.0%,-8
COc1ccc2c(c1)OC1=C(C(=O)CCC1)C2C1=C(O)CCCC1=O (stereo not given),2.5%,.
COc1ccc(NC(=O)c2ccc3c(c2)S(=O)(=O)c2ccccc2C3=O)cc1,2.1%,.
COC(=O)c1ccccc1NC(=O)C1CC(c2ccc(F)cc2)=NO1 (stereo not given),-0.5%,.
COc1ccc(CCNC(=O)c2cc(-c3ccc(C)c(C)c3O)n[nH]2)cc1OC,-0.9%,-10
COc1ccccc1C(=O)Nc1ccccc1C(=O)N1CCCC1,0.5%,12
CN(C(=O)COc1cc(=O)n(C)c2ccccc12)c1cccc(Cl)c1,2.1%,10
c1ccc(C2CC3CC4(CCCC4)N2O3)cc1 (stereo not given),5.6%,.
CC(NC(=O)CNC(=S)N(Cc1cccs1)C1CCCC1)c1ccccc1 (stereo not given),-1.5%,3

# New compounds follow:
SMILES,M. tuberculosis GlmU,RmlCD inh 1536
Cn1c(=O)[nH]c(=O)c2c1nc(N1CCOCC1)n2CCN1CCOCC1,1.2%,.
OCC1CCCN(C(=S)Nc2ccc(Oc3ccccc3)cc2)C1 (stereo not given),-0.7%,-1
COC(=O)C1=C(C(C)=O)C(c2ccc(C)cc2)n2nnnc2N1 (stereo not given),1.4%,29
COc1ccc(OC(C)C(=O)Nc2cccc([N+](=O)[O-])c2)cc1 (stereo not given),6.2%,4
O=C(c1n[nH]c(=O)c2ccccc12)N1CCN(Cc2ccc3c(c2)OCO3)CC1,-2.0%,.
Cc1ccc2c(c1)N=C(c1ccccc1)CC(C(Cl)Cl)=N2,3.7%,-13
NS(=O)(=O)c1ccc(NC(=S)N2CCN(Cc3ccc(Cl)c(Cl)c3)CC2)cc1,0.5%,.
COc1cc(OC)cc(-c2nnc(SCC(=O)NCc3cccs3)o2)c1,0.0%,.
COCCNC(=O)C(c1cccs1)N(C(=O)Cn1nnc2ccccc21)c1ccccc1 (stereo not given),1.1%,5
Cc1ccc(S(=O)(=O)Nc2ccc(NC(=O)/C=C/C(=O)O)cc2)cc1,2.4%,-11
COc1cc(C)c(Cl)cc1S(=O)(=O)NC1CC(C)(C)NC(C)(C)C1,1.3%,-11
CC(C)c1ccc(C2CC(=O)c3cnc(N4CCc5ccccc5C4)nc3C2)cc1 (stereo not given),6.4%,7
c1ccc2nc(-c3nc4ccccc4o3)ccc2c1,-4.5%,7
Cc1ccc(C)c(NC(=O)CCC(=O)NNC(=O)c2cccc([N+](=O)[O-])c2)c1,0.3%,-4
Cc1cc2[nH]c3ccccc3c2c(C)n1,0.4%,-8
O=C(/C=C/c1ccccc1)NC(=S)NNC(=O)c1cnccn1,1.6%,-1
COc1ccc(C2c3[nH]c4ccccc4c3CCN2Cc2ccoc2)c(F)c1 (stereo not given),1.5%,0
CCN(CC)S(=O)(=O)c1ccc(NC(=O)C2COc3ccccc3O2)cc1 (stereo not given),9.9%,-6
N#C/C(=C\c1ccc(Cl)cc1)c1nc(-c2ccco2)cs1,-0.3%,.
O=C(O)C(Cc1ccccc1)N1C(=O)C2CCCCC2C1=O (stereo not given),-4.5%,6
CCOC(=O)c1sc(NC(=O)/C=C/c2ccccc2)nc1C,-4.0%,-5
COc1ccc(N=C2CC(C)(C)CC(=O)/C2=C(/O)c2ccccc2)cc1,-1.9%,2
COc1cccc(-c2cc(C(F)(F)F)n3nc(N)nc3n2)c1,1.1%,68
O=C(c1ccco1)N1CCN(C(=O)C(c2ccccc2)c2ccccc2)CC1,1.6%,3
Cc1ccccc1-c1nnn(CC(=O)c2ccc(S(=O)(=O)N3CCCC3)cc2)n1,-2.5%,8

# Following part
SMILES,M. tuberculosis GlmU,RmlCD inh 1536
O=C(O)C1CC(c2cccc(Br)c2)=NO1 (stereo not given),4.2%,.
O=C(Cn1nc(-c2ccccc2)ccc1=O)Nc1ccc(N2CCN(C(=O)c3ccccc3)CC2)cc1,2.6%,.
O=C(NNC(=O)[C@H]1CC=CC[C@H]1C(=O)O)c1ccc(Cl)cc1Cl,-1.7%,.
CCc1ccccc1N(CC(=O)NCc1ccco1)C(=O)c1snc(C(N)=O)c1N,-0.2%,0
O=C(C1CCCN(S(=O)(=O)c2ccc(F)cc2)C1)N1CCCC1 (stereo not given),3.2%,-9
Clc1ccc(-c2cn3c(n2)-c2ccccc2C3)cc1Cl,4.3%,-11
Cc1ccc(-n2c(SCC(=O)OC(C)C)nnc2-c2ccncc2)cc1,2.3%,.
CC(=O)c1ccc(NC(=S)N2CCCC(CO)C2)cc1 (stereo not given),-2.2%,19
O=C(O)CCc1nc2ccccc2n(CCc2ccccc2)c1=O,1.5%,.
CCCc1c(C)nn(C(=O)/C(C#N)=N/Nc2ccccc2[N+](=O)[O-])c1C,-0.6%,-5
Cc1cccc(-c2nc3c(c(SCC(=O)N(C)C)n2)CCCC3)c1,-3.9%,.
CC1=C(C(=O)Nc2ccccc2)C(c2ccco2)NC(=S)N1 (stereo not given),6.0%,.
Cc1ccc(C2(C)NC(=O)N(CC(=O)Nc3ccc4c(c3)OCO4)C2=O)cc1 (stereo not given),9.2%,4
S=c1[nH]nc(-c2ccccc2)o1,-4.3%,10
CCOC(=O)C1=C(C)OC(N)=C(C#N)C1c1ccsc1 (stereo not given),4.0%,77
CCC(C)(C(=O)NC1CCCCC1)N(C(=O)c1ccccn1)c1ccccc1 (stereo not given),2.6%,.
O=C(N/N=C/c1coc2ccccc2c1=O)c1cccc([N+](=O)[O-])c1,-3.7%,-4
N#C/C(=C\c1cccs1)C(=O)Nc1nccs1,5.4%,.
COCCNc1nc2sc3c(c2c(=O)n1Cc1ccco1)CCCCC3,0.9%,-10
CSc1nc2c(c(=O)[nH]1)C(c1ccccc1Cl)CC(=O)N2 (stereo not given),1.6%,4
COCc1cc(=O)[nH]c(-c2ccc(C(F)(F)F)cc2)n1,-2.2%,31
CCCC(C)NC(=O)c1ccc(F)cc1 (stereo not given),1.0%,7
Cc1ccc(C2(c3noc(CN(C)Cc4cnn(C)c4)n3)CCCC2)cc1,0.5%,.
COc1ccccc1CNC(=O)COC(=O)c1cccnc1SCC(=O)NCc1ccccc1OC,-1.1%,2
CC(=O)N1CCN(c2ccc([N+](=O)[O-])c(-n3nc(C)cc3C)c2)CC1,7.0%,5

# Part of the list above in order of length of the SMILES, falling.
SMILES,M. tuberculosis GlmU,RmlCD inh 1536
Cc1ccc(C2(C)NC(=O)N(CC(=O)Nc3ccc4c(c3)OCO4)C2=O)cc1 (stereo not given),9.2%,4
O=C(C1CCCN(S(=O)(=O)c2ccc(F)cc2)C1)N1CCCC1 (stereo not given),3.2%,-9
CCCC(C)NC(=O)c1ccc(F)cc1 (stereo not given),1.0%,7

# The results go on.
SMILES,M. tuberculosis GlmU,RmlCD inh 1536
Cc1ccc(S(=O)(=O)Nc2cnc3ccccc3c2)cc1,-0.6%,9
COc1ccc(-n2ccnc2SCC(=O)NCc2ccco2)c(OC)c1,-2.5%,-4
CCN1CCN(C(=O)c2ccccc2N(Cc2ccccc2)S(C)(=O)=O)CC1,1.3%,-4
CC(C)C(NC(=O)C1CCCCC1)C(=O)N1CCN(c2ccc(F)cc2)CC1 (stereo not given),-2.3%,.
CCOc1ccc(N2C(=O)CC(NCCNc3ccc(C(=O)c4cccs4)cc3)C2=O)cc1 (stereo not given),5.0%,5
Cc1nn(C2CCOC(C)(C)C2)c2c1C(c1ccc3c(c1)OCO3)SCC(=O)N2 (stereo not given),2.2%,.
O=C(CCc1nc(-c2ccccc2F)no1)N1CCC2(CC1)OCCO2,6.3%,0
OCCn1c(C(F)(F)F)nc2ccccc21,4.2%,.
C/C(O)=C(\C#N)P(=O)(c1ccccc1)c1ccccc1,-0.7%,-6
O=C(CSc1nnc(-c2cccs2)n1CC1CCCO1)N1CCCC1 (stereo not given),-2.3%,-9
Cc1cnc2cc(Cl)ccc2c1SCC(=O)O,1.0%,-6
COCCCN=Cc1c(-c2ccccc2)[nH]n(-c2nc3ccccc3s2)c1=O,-2.5%,16
Cc1cc(C)c(C#N)c(OCC(=O)c2ccc(Br)cc2)n1,-5.0%,-6
CC(=O)Nc1ccc(S(=O)(=O)NC2(C(F)(F)F)C(=O)Nc3c2c(=O)n(C)c(=O)n3C)cc1 (stereo not given),7.8%,10
CCC(C)c1ccc(NC(=O)CC(C)=O)cc1 (stereo not given),.,1
O=C(COC(=O)C1CCCCC1)Nc1cc([N+](=O)[O-])ccc1F,-5.7%,8

# Record cards, as listed above.
# Cc1cc(C)c(C#N)c(OCC(=O)c2ccc(Br)cc2)n1 is listed with M. tuberculosis GlmU = -5.0%; RmlCD inh 1536 = -6
# CCC(C)c1ccc(NC(=O)CC(C)=O)cc1 (stereo not given) is listed with M. tuberculosis GlmU = .; RmlCD inh 1536 = 1
# OCCn1c(C(F)(F)F)nc2ccccc21 is listed with M. tuberculosis GlmU = 4.2%; RmlCD inh 1536 = .
